Bioassay records as filed in PubChem.
ROMK primary: human ROMK K+ channel modulation, primary screen | Tet-inducible ROMK, thallium flux fluorescence; actives lie on both sides | P48048 | AID 1918 | 2% of 130,000 active | B-score at 10 µM;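 active means signal ratio slope over the read window, or its plate-corrected B-score, at least 3 SD from the plate mean, either direction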;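 further: B-score of the F/F0 ratio slope over 7 to 12 s after thallium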
Target sequence (P48048 whole entry, looked up): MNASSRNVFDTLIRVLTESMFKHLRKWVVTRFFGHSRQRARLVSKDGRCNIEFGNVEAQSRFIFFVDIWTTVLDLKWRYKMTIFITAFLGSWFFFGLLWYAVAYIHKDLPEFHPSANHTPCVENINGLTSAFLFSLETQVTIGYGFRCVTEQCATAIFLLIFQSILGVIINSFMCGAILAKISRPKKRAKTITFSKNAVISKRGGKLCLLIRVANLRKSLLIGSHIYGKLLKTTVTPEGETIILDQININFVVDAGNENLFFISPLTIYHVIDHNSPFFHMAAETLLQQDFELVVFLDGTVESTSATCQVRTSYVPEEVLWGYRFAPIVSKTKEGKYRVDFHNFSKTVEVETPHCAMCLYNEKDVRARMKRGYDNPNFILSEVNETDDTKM
APP 5'UTR act: activates APP 5'UTR luciferase reporter; 1% of 190,000 active; SH-SY5Y APP 5'UTR luciferase reporter, luminescence; zero percent = DMSO vehicle wells; activation, % at 2 µM;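 active means activation above a set limit, based on mean plus 3 SD of controls, cut at about 140% in these data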; further: values of inactives mirror those of a sister screen read the other way
NF-kB neuron act: NF-kB expression increase, human neuronal cells; NF-kB reporter expression; hits give high values; AID 1239; fold change at 12.5 µM; 1.6% of 190,000 active; in the data active means fold change above about 3.3
STAT1 act: increases IFN-gamma driven STAT1 reporter signal. activation (% of control), % at 5.5 µM. AID 932. NIH 3T3 STAT1-luciferase reporter, luminescence; 100% = IFN-gamma alone, no compound. 2.6% of 200,000 active;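 active means activation above the screen-wide mean activation plus 3 SD, cut at about 130% in these data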;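 further: raw ratio to IFN-gamma control signal so 100% means no change and 0% no light; values of inactives mirror those of a sister screen read the other way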
FLuc stim CS: affects firefly luciferase, flagging false hits in luciferase stimulation screens. activation factor at 10 µM. 200,000 tested, under 10 active. ATPlite luciferase biochemical, luminescence, 10 min; 0 = ATP-free wells, 1 = DMSO control. AID 1027;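 active means luciferase activation factor, scaled between plate controls, of at least 2 with compound at 10 µM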
Target sequence (P08659 whole entry, looked up): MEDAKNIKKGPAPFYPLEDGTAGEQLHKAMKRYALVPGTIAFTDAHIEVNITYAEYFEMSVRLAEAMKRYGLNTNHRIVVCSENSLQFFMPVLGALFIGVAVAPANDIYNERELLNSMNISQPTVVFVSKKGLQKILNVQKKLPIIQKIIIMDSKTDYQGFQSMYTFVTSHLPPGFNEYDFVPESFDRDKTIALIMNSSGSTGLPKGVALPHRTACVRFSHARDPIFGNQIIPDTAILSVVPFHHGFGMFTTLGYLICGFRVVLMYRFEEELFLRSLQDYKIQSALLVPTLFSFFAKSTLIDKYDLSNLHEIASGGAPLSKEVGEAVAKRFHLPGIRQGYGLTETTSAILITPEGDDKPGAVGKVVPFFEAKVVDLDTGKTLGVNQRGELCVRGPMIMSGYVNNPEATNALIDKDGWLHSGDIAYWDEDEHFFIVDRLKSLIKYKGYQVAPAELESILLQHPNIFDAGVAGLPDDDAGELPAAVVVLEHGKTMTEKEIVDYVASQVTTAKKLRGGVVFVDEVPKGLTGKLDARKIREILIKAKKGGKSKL
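System: luciferase plus luciferin reagent, cell-free; medium: PBS as buffer for the ATP substrate; dosing: test compounds dosed from 2 mM stocks in 100% DMSO; timing: 10 min post-reagent at room temperature; measured by: luminescence measurement of luciferase light output; evaluation: luciferase activation, seen as luminescence increase over controls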
STAT3 act: activators of IL-6 induced STAT3 signaling | activation (% of control), % at 5.6 µM | U3A cells, IL-6 STAT3-luciferase reporter, luminescence; 100% = signal with IL-6 EC80 alone | 0.91% of 190,000 active;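 active means activation above the screen-wide mean of compound activation plus 3 SD, cut at about 130% in these data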;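 further: 0% = background luminescence of wells with medium and substrate only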
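Test system: STAT3-luciferase reporter U3A cells; Detection: reporter luminescence signal; Times: 1 h compound pre-exposure, 6 h IL-6 stimulation, 37 °C; Benchmarks: IL-6-only high control; Also added: IL-6 stimulus at 33 ng/mL final.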
STAT3 inh: STAT3 signaling inhibition | 0.89% of 190,000 active | inhibition, % at 5.5 µM | AID 862 | U3A cells, IL-6 STAT3-luciferase reporter, luminescence; host cell line lacks STAT1;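 active means inhibition above the mean inhibition across all screened compounds plus 3 SD, cut at about 44% in these data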;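 further: 0% = DMSO only wells and 100% = 100 µM nifuroxazide control wells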
FLuc inhib CS: inhibits firefly luciferase, flagging false hits in luciferase inhibition screens. ATPLite firefly luciferase biochemical luminescence, 10 min. inhibition, % at 10 µM. 1.5% of 200,000 active. AID 1006;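 active means inhibition above about 50% when tested at 10 µM, limit read from the data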
APP 5UTR inh: APP translation inhibition | SH-SY5Y APP 5'UTR-luciferase reporter, luminescence | inhibition, % at 2 µM | 0.82% of 190,000 active;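 active means inhibition above a set limit, derived from the sample mean plus 3 SD, cut at about 45% in these data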; further: values of inactives mirror those of a sister screen read the other way
STAT1 blocker: inhibitors of IFN-gamma induced STAT1 signaling | NIH 3T3 STAT1-luciferase reporter, luminescence | inhibition, % at 5.5 µM | 0.35% of 200,000 active;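 active means inhibition above a set limit, the mean inhibition across all tested compounds plus 3 SD, cut at about 34% in these data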;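 further: 0% = IFN-gamma with DMSO and 100% = IFN-gamma with 300 µM nifuroxazide; values of inactives mirror those of a sister screen read the other way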
The depositor's hits bear a star; / = no result given. Random draw from the library. About 7.1% of those tested had a hit in this group.

SMILES	ROMK primary	APP 5'UTR act	NF-kB neuron act	STAT1 act	FLuc stim CS	STAT3 act	STAT3 inh	FLuc inhib CS	APP 5UTR inh	STAT1 blocker
O=C(COc1ccccc1)NNC(=O)c1cccs1	0.34	6	1.2	100	1.1	102	2	-7	-6	0
Cc1sc(=NC(=O)c2ccco2)n(C)c1-c1ccccc1	/	131	5.1*	110	0.1	70	39	91*	-131	-11
Cc1nn(-c2ccccc2)c(C)c1C(=O)Nc1ccc(N2CCOCC2)cc1	0.71	1	0.89	99	1.1	99	3	-6	-1	1
COc1cc2c(cc1OC)C(C)N(C(=O)c1cc3c(s1)-c1ccccc1OC3)CC2 (configuration not stated)	0.59	-5	0.97	104	1	93	8	1	5	-4
CN(Cc1ccccc1)C(=O)COC(=O)C1=NNC(=O)CC1	/	-8	1.1	98	1	90	12	0	8	3
CCN(Cc1nc(-c2ccc(Cl)cc2)no1)CC1CCCO1 (configuration not stated)	0.39	12	1.4	113	1	103	1	-3	-12	-16
Cn1cccc1/C=C1/SC(=S)N(CC(=O)O)C1=O	-1.7	10	1.1	96	1	106	-5	-2	-10	4
O=C(CC12CC3CC(CC(C3)C1)C2)N1CCN(S(=O)(=O)c2cccs2)CC1	-0.34	6	0.94	91	1	96	13	-3	-6	10
C[n+]1ccc(/C=C/c2c[nH]c3ccccc23)cc1	/	1	1.2	95	1	115	-20	2	-1	6
COc1cccc(/C=N/NC(=O)C(=O)NCc2ccco2)c1OC	0.15	-4	1.3	99	1	105	-9	-2	4	1
NC(=S)N=Nc1c(O)n(CCCl)c2ccc(Cl)cc12	0.92	-14	0.89	102	1.1	88	16	-6	14	-2
COc1cc(C(=O)Nc2ccccc2C2COC(=O)C2=N)cc(OC)c1OC (configuration not stated)	-0.027	-6	0.97	92	1.1	92	13	-6	6	9
Cc1cc(C)cc(N(C(=O)c2csnn2)C(C(=O)NC(C)(C)C)c2cccnc2)c1 (configuration not stated)	0.76	-3	1.2	95	1	105	0	0	3	6
CC12CCC(C(=O)NCc3ccc4c(c3)OCO4)(C(=O)C1=O)C2(C)C (configuration not stated)	0.023	-1	1.1	98	1.1	105	-6	-6	1	8
CCC(=O)OCCNc1cc(SCCC(=O)OC)c2nonc2c1[N+](=O)[O-]	1	11	1.6	89	1	102	2	-1	-10	12
C(=N\Nc1nc(N2CCCC2)nc(N2CCCC2)n1)/c1ccncc1	0.56	7	1.1	96	1	101	8	-1	-7	4
O=C(O)c1cc(-c2ccco2)nc2ccccc12	/	-4	1.2	89	0.9	95	10	8	4	13
CC(C)(C)C(=O)Nc1sc2c(c1-c1nc3ccccc3[nH]1)CCCC2	/	7	1.1	102	1	102	2	-2	-7	-2
COc1cccc(-n2c(SCC(=O)N3CCOCC3)nnc2-c2c[nH]c3ccccc23)c1	/	/	1.1	97	1.1	97	12	-9	/	3
COC(=O)c1ccc(C)c(NC(=S)NCc2ccc(Cl)cc2)c1	/	-2	1.2	96	1.1	87	14	-7	2	4

Look-ups from the list.
Entry of `O=C(COc1ccccc1)NNC(=O)c1cccs1` in APP 5'UTR act: 6
Entry of `CCC(=O)OCCNc1cc(SCCC(=O)OC)c2nonc2c1[N+](=O)[O-]` in STAT1 blocker: 12
Entry of `C[n+]1ccc(/C=C/c2c[nH]c3ccccc23)cc1` in STAT3 act: 115
Entry of `CC(C)(C)C(=O)Nc1sc2c(c1-c1nc3ccccc3[nH]1)CCCC2` in APP 5UTR inh: -7

Continuation.
SMILES	ROMK primary	APP 5'UTR act	NF-kB neuron act	STAT1 act	FLuc stim CS	STAT3 act	STAT3 inh	FLuc inhib CS	APP 5UTR inh	STAT1 blocker
O=C(NC1CC1)C1CCCN1C(=O)NC1CCCCC1 (configuration not stated)	-0.87	1	1	98	1	89	20	-3	-1	0
O=C(Nc1ccc2c(c1)OCCO2)N1CCN(c2ccccc2)CC1	/	49	1.4	110	0.9	106	3	8	-49	-11
Cc1onc(-c2ccccc2Cl)c1C(=O)N(C)C1CCCCC1	/	-5	0.75	85	1.1	90	17	-7	5	16
O=C(CN1C(=O)CC(c2ccco2)Sc2ccccc21)NCc1ccc2c(c1)OCO2 (configuration not stated)	-1.3	0	0.83	100	1	102	0	-2	0	0
Cc1cc(=O)n2[nH]c(COc3ccccc3)nc2n1	0.18	18	1	98	1	98	5	4	-18	1
COc1cccc(CN(CC(=O)NC2CCCC2)C(=O)Cn2nnc(-c3cccs3)n2)c1	/	8	1.2	90	1.1	95	10	-8	-8	10
CCCN(CCC)C(=O)CC(c1ccc(F)cc1)c1ccco1 (configuration not stated)	-1.3	21	1	94	1.1	98	0	-5	-21	6
CC(=O)Nc1ccc(Cl)c(C(N)=O)c1	/	-10	1.2	102	1	106	-4	-1	10	-2
O=C1C=C(N2CCCCCC2)C2(CCCCC2)O1	0.68	12	/	101	1.1	100	7	-6	-12	-1
CCCC1=C(C(=O)OCC)C(c2ccc(NC(C)=O)cc2)NC(=O)N1 (configuration not stated)	-0.00071	6	1.1	104	1	102	1	-3	-6	-4
CCOC(=O)N1CCN(C(=O)CCSc2ccc(C)cc2)CC1	/	22	1.3	105	1.1	102	-3	-5	-22	-6
CC(=O)N1c2c(cc(Br)cc2S(=O)(=O)NCC2COc3ccccc3O2)CC1C (configuration not stated)	/	3	1.3	96	1	95	9	-4	-4	5
O=C(CSc1ccccc1)NN1C(=O)c2ccccc2C1=O	1.3	10	1.2	94	1.1	102	0	-5	-10	7
Nc1nc(SCC(=O)c2ccc(F)cc2)n[nH]1	0.6	-3	1.3	106	1	105	-1	-3	3	-5
COc1ccc(-c2noc(CCCc3ccccc3)n2)cc1OC	-0.059	-1	1.1	104	1	105	1	-3	1	-5
COc1ccc(C)cc1NC(=O)CCCN1C(=S)NC(C)(C)CC1C (configuration not stated)	-0.019	-3	0.82	96	1	104	-4	0	3	4
O=C(Nc1ccccn1)[C@@H]1CCC(=O)N1C(=O)OCc1ccccc1	-0.1	51	0.99	106	1	99	7	-1	-22	-7
COc1ccc(C(=O)NNC(=S)NC(=O)c2cccnc2)cc1	0.56	-7	0.98	109	1	99	4	-4	7	-12
CCc1ccc(Nc2nnc(SCC(=O)N(C)CC(=O)Nc3ccccc3CC)s2)cc1	0.21	-12	1.2	98	0.8	107	-4	18	12	2
CCOC(=O)C1=C(c2ccccc2)Nc2ncnn2C1c1cccc(OC)c1OC (configuration not stated)	/	8	1.1	100	1.1	103	-1	-5	-8	1
COc1cc(/C=N/NC(=O)CSc2nc3ccccc3n2C)cc(OC)c1OC	-0.58	-7	1.2	121	1	97	1	-1	7	-19
COc1ccc(/C(N)=N/OC(=O)CCc2ccccc2)cc1OC	1.3	-9	1.1	125	1	105	-1	-2	9	-30
CCC(=O)N(Cc1cc2ccc(C)cc2n2nnnc12)C1CCCCC1	-1.3	2	1	106	1	105	-4	-1	-2	-4
COC(=O)c1ccc(C2C(Oc3ccccc3C)C(=O)N2CCc2ccc(OC)c(OC)c2)cc1 (configuration not stated)	/	0	0.55	98	1	97	7	4	0	2
O=C(NC1CCCCC1)C(c1ccccc1F)N(Cc1ccco1)C(=O)Cn1nnc2ccccc21 (configuration not stated)	/	2	1.4	105	1	108	-4	-3	-2	-6
Cc1cccc(C)c1NC(=O)Cn1nnnc1N	-0.033	-3	0.97	108	1	100	5	-3	3	-7
CC(O)CNc1ncnc2nc[nH]c12 (configuration not stated)	/	-1	1.1	99	1.1	105	0	-5	2	1
O=c1[nH]c(SCc2nc3ccccc3c(=O)n2-c2ccccc2C(F)(F)F)nc2ccccc12	-0.62	/	1.1	96	1.1	102	-2	-5	/	4
COCCn1c(-c2ccc(-c3ccccc3Cl)o2)nc2c1c(=O)[nH]c(=O)n2CC(C)C	/	14	1.2	103	1	102	2	-3	-14	-3
Cc1ccc(C)c(N(C(=O)Cn2nnc(-c3cccs3)n2)C(C(=O)NC2CCCC2)c2ccncc2)c1 (configuration not stated)	/	-13	1.2	97	1	97	9	0	13	3
COC(=O)CSc1nc2c(c(-c3ccc(O)cc3)c1C#N)CCCC2	-0.29	-12	1.1	92	1.1	99	10	-7	12	6
COCCNC(=O)CSc1c2c(nc3ccc(Cl)cc13)CCCC2	-0.026	10	0.88	78	1.1	108	3	-8	-10	24
COc1ccc(NC(=S)NC(=O)c2csnn2)cc1	/	10	1.2	106	1	95	10	3	-10	-9
Cc1c(NC(=O)Nc2ccc(Cl)c(Cl)c2)sc(=S)n1C	/	-9	/	101	/	108	-7	/	9	-1
Cc1ccc(O)c(C2=Nc3ccccc3C2(C)C)c1	0.53	27	1.1	147*	0.9	111	-6	10	-27	-52
CSCCC(C(=O)N1CC2(C)CC1CC(C)(C)C2)N1C(=O)c2ccccc2C1=O (configuration not stated)	/	20	1.2	96	1.1	92	13	-8	-20	8
CCC(C)n1c(-c2cccs2)nc2nc3ccccc3nc21 (configuration not stated)	0.71	0	0.83	108	1	88	21	-3	0	-9
Cc1ccccc1-c1cc(C(=O)Nc2sc(C(=O)OC(C)C)c(C)c2C#N)c2ccccc2n1	0.69	-13	0.37	73	1	66	41	-4	12	29
O=C(Cn1nc(-c2ccccc2)c2ccccc2c1=O)Nc1ccccn1	/	15	1.2	108	1	103	5	0	-15	-9
O=C(/C=C/c1cccc(Cl)c1)NCc1ccccc1	-1.1	2	1.2	99	1	92	11	-4	-2	1
COc1ccc(C(N)=O)cc1NC(=O)c1cccc(F)c1	0.63	0	0.92	102	1	118	-12	-2	0	-2
CC1(C)C=C2[C@H]3CC[C@@H]4[C@@]5(C)CCC(=O)C(C)(C)[C@@H]5CC[C@@]4(C)[C@]3(C)CC[C@@]2(C(=O)O)CC1	3.8*	-6	1.2	105	1	100	-3	-1	6	-6
COC(=O)c1c(NC(=O)C2SC(=NC3CCCCC3)C(C(N)=O)=C2N)sc2c1CCCC2 (configuration not stated)	/	1	0.7	91	1	108	-3	-3	-1	9
CC1CCc2cc(F)ccc2N1C(=O)C1(C)CC1(Cl)Cl (configuration not stated)	-0.89	0	0.85	99	1	104	-4	-4	0	2
O=C1CC(c2cccc(Oc3ccccc3)c2)NC(=O)N1 (configuration not stated)	/	-2	1.1	95	1.1	100	5	-8	2	6
CNC(=O)NC(=O)C(C)OC(=O)CCCc1nc2ccccc2s1 (configuration not stated)	0.76	2	1.2	93	1	93	12	1	-2	6
O=C(CCC1CCCN(C(=O)c2ccoc2)C1)NCc1ccccc1F (configuration not stated)	0.069	-5	1.1	116	1.1	101	3	-6	5	-19
Cc1cc(C)c2oc(-c3ccc(C)c(NC(=S)NC(=O)/C=C/c4ccco4)c3)nc2c1	/	16	0.94	94	1	151*	-44	-1	-16	6

A second format for two compounds above.
Structure | ROMK primary | APP 5'UTR act | NF-kB neuron act | STAT1 act | FLuc stim CS | STAT3 act | STAT3 inh | FLuc inhib CS | APP 5UTR inh | STAT1 blocker
O=C(CCC1CCCN(C(=O)c2ccoc2)C1)NCc1ccccc1F (configuration not stated) | 0.069 | -5 | 1.1 | 116 | 1.1 | 101 | 3 | -6 | 5 | -19
Cc1cc(C)c2oc(-c3ccc(C)c(NC(=S)NC(=O)/C=C/c4ccco4)c3)nc2c1 | / | 16 | 0.94 | 94 | 1 | 151* | -44 | -1 | -16 | 6
